Casp6 inh – inhibitors of human caspase-6. purified caspase-6, Z-VEID-R110 cleavage fluorescence. inhibition, % at 12.5 µM. 350,000 tested, 0.53% active. AID 686996;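 active means mean inhibition across replicates at least about 35%, with every replicate also reaching that limit, limit read from the data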;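 further: 0% = median of neutral control wells and 100% = no fluorescence left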
Target sequence (P55212 24-179 limits assumed): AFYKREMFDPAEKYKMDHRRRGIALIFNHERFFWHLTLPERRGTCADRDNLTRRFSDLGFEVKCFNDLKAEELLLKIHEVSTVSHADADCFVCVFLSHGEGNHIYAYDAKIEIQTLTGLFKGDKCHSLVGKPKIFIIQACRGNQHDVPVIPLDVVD
Target sequence (P55212 194-293 limits assumed): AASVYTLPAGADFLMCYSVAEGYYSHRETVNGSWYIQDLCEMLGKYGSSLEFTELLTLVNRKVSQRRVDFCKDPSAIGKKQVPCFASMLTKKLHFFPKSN
E-selectin induc – E-selectin induction on HUVECs; activation, % at 7.58 µM; 260,000 tested, 0.37% active; P16581; HUVEC E-selectin immunofluorescence imaging; normalized: neutral wells 0, TNF-alpha wells 100;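 active means mean E-selectin-positive cell signal at least 10% of the positive control, reached in at least 60% of replicates, without over 20% cell loss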;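 further: in these data hits start at about 27%; measured in HUVEC primary endothelial cells; signal is the percent of cells scored E-selectin positive by PE staining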
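Test system: HUVEC; input: 3,000 HUVEC/well; measured by: immunofluorescence imaging; read-out: % PE-positive cells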
ARNT-TACC3 inh – disruptors of human ARNT/TACC3 interaction | inhibition, % at 9.99 µM | 390,000 tested, 0.66% active | AlphaScreen His-ARNT PAS-B/GST-TACC3 binding, luminescence; TACC3 fragment carries E629A point mutation;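 active means mean inhibition of replicates at least 50% and at least half of replicates each reaching 50%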;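 further: 0% = complete ARNT plus TACC3 wells and 100% = ARNT alone without TACC3; many hits fall short of the cut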
PglD inh – inhibitors of Campylobacter jejuni PglD acetyltransferase. inhibition, % at 12.5 µM. 360,000 tested, 0.098% active. purified PglD enzyme, DTNB colorimetric CoA detection; in the data active means inhibition above about 16%, passing the limit was not always enough; further: strong numbers were not always called active
ERp5 block – inhibitors of human ERp5 | inhibition, % at 9.99 µM | Q15084 | 350,000 tested, 0.05% active | ERp5 insulin aggregation, absorbance 650 nm, 90 min | AID 651711;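 active means mean replicate inhibition above about 25%, with every replicate also reaching it, limit read from the data, passing the limit was not always enough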
Target sequence (Q15084 whole entry, looked up): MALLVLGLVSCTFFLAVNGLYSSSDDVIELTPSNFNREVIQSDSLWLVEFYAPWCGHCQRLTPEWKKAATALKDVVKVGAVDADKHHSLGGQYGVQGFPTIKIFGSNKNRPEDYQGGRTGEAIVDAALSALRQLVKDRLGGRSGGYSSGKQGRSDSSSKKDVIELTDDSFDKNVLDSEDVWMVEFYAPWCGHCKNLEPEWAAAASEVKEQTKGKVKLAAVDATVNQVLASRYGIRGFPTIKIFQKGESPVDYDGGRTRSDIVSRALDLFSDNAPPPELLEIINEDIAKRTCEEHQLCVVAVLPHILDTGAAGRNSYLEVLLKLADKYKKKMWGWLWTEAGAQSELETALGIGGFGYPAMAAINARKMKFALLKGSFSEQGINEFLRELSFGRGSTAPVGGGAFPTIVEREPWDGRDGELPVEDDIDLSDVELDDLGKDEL
esBAF inh – blocks esBAF chromatin remodeling in mouse ES cells; Bmi1-luciferase knock-in reporter, 24 h; 100% = twice the neutral-well signal; reporter increase, % at 12.5 µM; 350,000 tested, 2% active; AID 602393; in the data active means activation above about 40%;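 further: 0% = median of the plate's neutral control wells and 100% = double that signal; a rise in the Bmi1 reporter signal indicates esBAF inhibition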
RAD54 inh – blocks human RAD54 Holliday junction branch migration; Q92698; FAM/BHQ fluorescence; inhibition, % at 10.4 µM; 360,000 tested, 0.14% active; AID 602329;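 active means mean normalized replicate activity at least 40 and at least half of replicates scoring 40 or more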;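 further: 0% = median of neutral control wells and 100% = median of positive control wells; inhibitors cause a drop in the FAM fluorescence signal; in these data hits start at about 50%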
RAD52 inh – blocks human RAD52 DNA annealing; inhibition, % at 18.7 µM; AID 651710; P43351; 360,000 tested, 0.46% active; recombinant RAD52 DNA annealing, FRET fluorescence;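 active means every replicate showing at least 50% inhibition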
Starred values were filed as active, the others as inactive; . = not tested or not shown; & = joins results of further samples.

SMILES	Casp6 inh	E-selectin induc	ARNT-TACC3 inh	PglD inh	ERp5 block	esBAF inh	RAD54 inh	RAD52 inh
COC(=O)c1[nH]c2ccc(F)cc2c1NC(=O)CCN1CCN(Cc2ccc3c(c2)OCO3)CC1	.	.	8	6	.	1	2	.
Cc1ccc2c(CN3CC(C)CC(C)C3)cc(=O)oc2c1C (stereo not given)	0	.	1	-4	-2	15	-5	-7
Cc1ccc(Nc2cccc(C(F)(F)F)c2)nn1	0	13	-1	.	-6	.	.	-6
Nc1nc(N)c(Cc2ccc(Cl)cc2Cl)c(N)n1	-5	.	-14	.	-4	.	.	-23
C[C@H](CO)N1C[C@H](C)[C@H](CN(C)S(=O)(=O)c2ccccc2)OCCCC[C@H](C)Oc2ccc(NC(=O)NC3CCCCC3)cc2C1=O	-5	-0.2	10	-1	6	1	-6	7
C[C@H](CO)N1C[C@H](C)[C@H](CN(C)S(=O)(=O)c2ccccc2)OCCCC[C@H](C)Oc2ccc(NC(=O)Nc3cccc4ccccc34)cc2C1=O	-1	.	-31	5	-4	7	1	-3
CC1(C)CCN(Cc2ccccc2)C1CC#N (stereo not given)	.	.	5	0	.	-5	2	.
O=C(CSc1nc2ccccc2c(=O)n1CCCN1CCOCC1)Nc1ccc2c(c1)OCO2	3	.	2	.	2	.	.	-10
CC1CN(S(=O)(=O)c2ccc(NC(=O)CCN3C(=O)c4ccccc4C3=O)cc2)CC(C)O1 (stereo not given)	.	.	-8	4	.	-6	0	.
CCC(=O)Nc1nnc(-c2ccco2)o1	-2	-0.3	8	-2	-2	5	-4	0
COc1cc(CC(=O)Nc2nc(-c3ccc(F)c(F)c3)cs2)cc(OC)c1OC	3	.	1	-3	2	-9	0	-13
O=C1CC2(CCCCC2)Oc2ccc(OCC(=O)N3CCOCC3)cc21	-1	.	-9	2	-4	3	1	-19
CC(C)NC(=O)CC(=O)N/N=C/c1ccc(Br)cc1	-5	.	-1	-2	3	4	0	-12
COc1cc2cc(CCOC(=O)c3ccc(F)cc3)oc(=O)c2cc1OC	-2	0.0	-3	0	-3	0	-7	-12
COC(=O)C[C@@H]1CC[C@H]2[C@H](COc3ccc(NC(=O)c4cccc(Cl)c4)cc3C(=O)N2C)O1	2	0.1	-4	-3	0	3	9	-2

Some of the entries so far, in markdown:
| SMILES | Casp6 inh | E-selectin induc | ARNT-TACC3 inh | PglD inh | ERp5 block | esBAF inh | RAD54 inh | RAD52 inh |
| --- | --- | --- | --- | --- | --- | --- | --- | --- |
| COc1cc2cc(CCOC(=O)c3ccc(F)cc3)oc(=O)c2cc1OC | -2 | 0.0 | -3 | 0 | -3 | 0 | -7 | -12 |
| Nc1nc(N)c(Cc2ccc(Cl)cc2Cl)c(N)n1 | -5 | . | -14 | . | -4 | . | . | -23 |
| O=C1CC2(CCCCC2)Oc2ccc(OCC(=O)N3CCOCC3)cc21 | -1 | . | -9 | 2 | -4 | 3 | 1 | -19 |
| O=C(CSc1nc2ccccc2c(=O)n1CCCN1CCOCC1)Nc1ccc2c(c1)OCO2 | 3 | . | 2 | . | 2 | . | . | -10 |
| COC(=O)C[C@@H]1CC[C@H]2[C@H](COc3ccc(NC(=O)c4cccc(Cl)c4)cc3C(=O)N2C)O1 | 2 | 0.1 | -4 | -3 | 0 | 3 | 9 | -2 |
| CC(C)NC(=O)CC(=O)N/N=C/c1ccc(Br)cc1 | -5 | . | -1 | -2 | 3 | 4 | 0 | -12 |

(list continues)
SMILES	Casp6 inh	E-selectin induc	ARNT-TACC3 inh	PglD inh	ERp5 block	esBAF inh	RAD54 inh	RAD52 inh
OC[C@@H]1CN(CCNc2ccccc2)C[C@H](n2cnc3c(NCc4ccncc4)ncnc32)O1	-2	0.5	.	3	2	7	11	-11
Cc1nnc(C)c2c(C)n(-c3ccccc3)c(C)c12	-3	0.3	6	3	2	9	-10	0
Cc1c2c(nc3c(C(=O)NC4CCCC4)cnn13)CCCC2	.	.	2	-3	.	2	8	.
CN1CCC(N(C)CC(=O)Nc2ccccc2N2CCOCC2)CC1	.	.	-18	-5	.	-5	3	.
CC(C)(C)[C@@H]1CCC(=O)N(CC[C@H](N=[N+]=[N-])c2ccccc2)CC1	-4	.	-5	1	-2	20	-3	16
CCOc1ccc(S(=O)(=O)NCc2ccccc2Cl)cc1C(N)=O	5	-1.0	1	.	2	.	.	-9
CC[n+]1c(C)n(-c2ccccc2)c2ccc(NC(C)=O)cc21	-24	.	-1	-3	4	-77	1	-3
CC(=O)Nc1cc(C(=O)O)ccc1S(=O)(=O)c1ccc(C)cc1	.	.	-7	-5	.	-5	-8	.
CN(C)S(=O)(=O)n1cc(/C=C(\NC(=O)c2ccccc2F)C(=O)N2CCCC2)c2ccccc21	4	-0.1	-2	.	-1	-1	.	2
C[C@H]1CN([C@@H](C)CO)C(=O)c2cc(C#Cc3cccnc3)cnc2O[C@H]1CN(C)S(C)(=O)=O	1	0.0	-3	-5	-4	3	-5	4
Oc1cccc(/C=N/N2CCN(c3ccccn3)CC2)c1	-1	4.2	2	-2	4	.	-6	-16
C=CCn1c(SCC(=O)Nc2ccccc2C)nc2sc(C)c(C)c2c1=O	.	.	0	-5	.	5	-7	.
CCOc1ccccc1NC(=O)COC(=O)C1CC1	-4	-2.8	-3	.	2	.	.	-3
COc1ccc(-c2nc(-c3cccc([N+](=O)[O-])c3O)cc(=O)o2)cc1OC	-1	0.7	-1	.	-5	.	.	-8
CN(C)S(=O)(=O)c1ccc(C(=O)Nc2ccc(CN3CCCC3)cc2)cc1	.	.	0	8	.	-7	-4	.
CCOC(=O)C(/C=C(\C#N)C(=O)OCC)=C(/N)N1CCN(c2ccc(OC)cc2)CC1	.	.	-2	10	.	5	-18	.
COc1cccc(CN(CCC(=O)O)Cc2cccc(OC)c2)c1	.	-0.1	.	-2	-5	.	-1	-15
O=C(C[C@H]1CC[C@@H]2[C@H](COC[C@@H](O)CN2Cc2ccncc2)O1)NCC1CC1	-2	0.0	4	-8	-2	-6	5	-13
COC(=O)C[C@@H]1CC[C@H]2[C@H](COc3ccc(NC(=O)c4ccc(OC)cc4)cc3C(=O)N2C)O1	0	0.1	-2	0	8	2	3	7
CCc1cccc2c(C(=O)CSc3nnc(-c4ccncc4)n3C)c[nH]c12	-5	.	.	0	1	0	3	-24
CCC(=O)N(C)C[C@@H]1Oc2ncc(-c3cccc(OC)c3)cc2C(=O)N([C@H](C)CO)C[C@@H]1C	-2	0.5	0	5	-3	-13	5	4
O=C(COC(=O)CCCN1C(=O)c2cccc3cccc(c23)C1=O)Nc1cccc(C(F)(F)F)c1	-2	.	-5	10	1	.	10	-6
COc1ccc(NC(=O)Nc2ccc3c(c2)C(=O)N([C@@H](C)CO)C[C@H](C)[C@H](CN(C)Cc2ccc(Cl)c(Cl)c2)O3)cc1	0	11	16	2	20	1	5	27
O=C(NCCSCc1ccco1)Nc1ccc(Cl)cc1	.	.	-3	-2	.	63*	5	.
COC(=O)C1C2CCCCC1C(=O)O2 (stereo not given)	0	1.1	-7	.	1	11	.	2
C[C@H](CO)N1C[C@H](C)[C@@H](CN(C)CC2CCOCC2)Oc2cc(C#Cc3ccccc3F)ccc2S1(=O)=O	-4&-3&0	.	-1&0	3&-1	0&2&-6	4&0&3	5&7	-12&-3&10
O=C(COC(=O)CSCc1ccccc1)NCc1ccccc1	-1	-0.4	-23	.	-4	.	.	-2
COc1ccc(C(=O)C2CCCN(C(=O)c3c4c(nn3C)CCCC4)C2)cc1F (stereo not given)	-2	.	1	.	6	.	.	-10
O=C(CSc1nnnn1-c1ccc2c(c1)OCCO2)Nc1nc2c(s1)CCCC2	1	.	-3	1	-3	-1	2	5
C[C@H](CO)N1C[C@H](C)[C@@H](CN(C)Cc2ccc(C(F)(F)F)cc2)OCCCC[C@H](C)Oc2ccc(NS(=O)(=O)c3ccc(F)cc3)cc2C1=O	0	1.5	16	-1	-5	13	6	-7
CCOc1ccc(NC(=O)C2CCN(S(C)(=O)=O)CC2)cc1	-1	.	3	6	2	-6	-5	8
O=C1C(Cl)=C(N2CCOCC2)C(=O)N1c1cccc(Cl)c1	.	.	-11	4	.	1	-3	.
COc1ccccc1-c1ccc2c(c1)C(C)(Cc1ccc(Cl)cc1)C(=O)N2 (stereo not given)	-1	-0.2	.	4	-1	1	1	-5
CSc1nc2ccccc2c(=O)n1C1CCOC(C)(C)C1 (stereo not given)	3	3.7	-7	.	-7	.	.	-13
Cc1c(-n2cc(C(=O)c3cc(Br)ccc3O)cc(C#N)c2=O)c(=O)n(-c2ccccc2)n1C	.	.	1	3	.	7	4	.
O=C(Cc1ccccn1)NCC[C@@H]1CC[C@@H](NC(=O)CN2CCOCC2)[C@H](CO)O1	-3	-0.2	5	4	0	-3	5	-41
O=C(NCC[C@@H]1CC[C@@H](NC(=O)C2CC2)[C@@H](CO)O1)c1cc(Cl)cc(Cl)c1	-1	-0.4	-7	5	4	5	2	-1
Nc1nc(-c2ccco2)nn1C(=O)CCc1ccccc1	.	.	-5	-8	.	2	1	.
CC(C)C(c1nnnn1C(C)(C)C)N1CCN(c2cccc(Cl)c2)CC1 (stereo not given)	.	.	2	-1	.	0	-6	.
C[C@@H]1CN([C@H](C)CO)C(=O)c2cc(NC(=O)Nc3ccc(F)cc3)ccc2O[C@H]1CN(C)S(=O)(=O)c1ccc(F)cc1	.	0.3	-9	-4	-6	1	3	14
COc1cccc(NC2c3ccccc3C(=O)N2Cc2ccco2)c1 (stereo not given)	1	.	3	1	2	-2	-1	-17
CCOC(=O)NC(=S)Nc1ccc(C(C)(C)C)cc1Br	2	0.7	-6	.	0	.	.	2
c1ccc(Sc2ncnc3ccccc23)cc1	1	.	-9	2	1	-2	-2	-4
COC(=O)c1ccccc1NC(=O)C1CCCN(S(=O)(=O)c2ccc(F)cc2)C1 (stereo not given)	.	.	2	-5	.	-1	-12	.
O=c1[nH]c(/C=C\c2ccccc2F)nc(O)c1[N+](=O)[O-]	10	0.0	7	-3	-6	7	-9	-5
CCOc1ccc(C2CC(c3ccccc3C)n3nc(N)nc3N2)cc1 (stereo not given)	-2	-0.2	21	3	6	1	2	-13
C/C(Cl)=C\Cn1c(Nc2cccc(C)c2)nc2c1c(=O)n(C)c(=O)n2C	1	.	2	.	-2	.	.	1
O=S(=O)(c1ccccc1)N1C[C@@H]2[C@H](c3ccccc31)[C@H](CO)N2Cc1ccccc1	3	-0.1	1	2	11	-6	-7	-98
CN(Cc1ccco1)S(=O)(=O)c1ccc(CN2C(=O)c3cccnc3C2=O)s1	6	.	24	2	4	-1	2	-8
CCCCCCSc1cccc(-c2nc3cc(C)ccn3c2NC2CCCCC2)c1	-3	0.2	-6	1	-1	-12	-18	-31
N#Cc1ccc(OCC(=O)NN2Cc3ccccc3C2=N)cc1	2	6.2	-7	.	4	.	.	-6
Cc1cc(C)c(CN2CCC(n3nccc3NC(=O)c3ccccc3Cl)CC2)cc1C	-3	-0.1	2	4	10	-3	8	-7
Cc1ccsc1C(=O)Nc1cccc(-n2cnnn2)c1	2	.	-2	-2	6	-3	-1	-19
COc1ccc(S(=O)(=O)N(C)C[C@H]2Oc3ccc(NC(=O)C4CC4)cc3CC(=O)N([C@H](C)CO)C[C@@H]2C)cc1	3	4.9	0	-1	5	7	5	12
NS(=O)(=O)c1ccc(NC(=O)COC(=O)/C(=C/c2cccs2)c2cccs2)cc1	3	-0.1	-5	0	3	.	2	-9
Cn1cnc(S(=O)(=O)N2[C@@H]3CNC[C@H]2C3c2ccc(-c3ccncc3)cc2)c1 (stereo not given in full)	-2&2	0.0&-0.1	.	.	-1&0	.	.	24&-8
COc1cc2c(cc1OC)CN(CC(=O)Nc1ccc(F)cc1)C(C(=O)O)C2 (stereo not given)	4	.	31	-2	5	4	-6	-16
C[C@@H]1CN([C@@H](C)CO)C(=O)Cc2cc(NS(=O)(=O)c3cn(C)cn3)ccc2O[C@H]1CN(C)S(=O)(=O)c1cn(C)cn1	0	-0.1	-14	0	1	2	2	8
Cc1ccc(S(=O)(=O)Nc2ccc3c(c2)C(=O)N([C@@H](C)CO)C[C@@H](C)[C@@H](CN(C)C(=O)Nc2cccc4ccccc24)OCCCC[C@@H](C)O3)cc1	2	-0.3	33	-3	2	-3	4	13
C=CCNc1cc(=O)n(Cc2ccccc2)c(=O)[nH]1	-2	.	-7	.	1	.	.	-8
O=C(N/N=C/C=C/c1ccco1)c1cccnc1	.	.	10	0	.	-4	4	.

Screening data as filed in PubChem BioAssay.
